ABCG2 block – inhibitors of human ABCG2 transporter, ABCB1 counter-screen; IgMXP3 cells, JC-1 efflux, flow cytometry; inhibition, % at 6.6 µM; 190,000 compounds, 0.1% hits; Q9UNQ0;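 active = inhibition above 80%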;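 note: 0% = DMSO and 100% = nicardipine control wells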
Target sequence (Q9UNQ0 whole entry, looked up): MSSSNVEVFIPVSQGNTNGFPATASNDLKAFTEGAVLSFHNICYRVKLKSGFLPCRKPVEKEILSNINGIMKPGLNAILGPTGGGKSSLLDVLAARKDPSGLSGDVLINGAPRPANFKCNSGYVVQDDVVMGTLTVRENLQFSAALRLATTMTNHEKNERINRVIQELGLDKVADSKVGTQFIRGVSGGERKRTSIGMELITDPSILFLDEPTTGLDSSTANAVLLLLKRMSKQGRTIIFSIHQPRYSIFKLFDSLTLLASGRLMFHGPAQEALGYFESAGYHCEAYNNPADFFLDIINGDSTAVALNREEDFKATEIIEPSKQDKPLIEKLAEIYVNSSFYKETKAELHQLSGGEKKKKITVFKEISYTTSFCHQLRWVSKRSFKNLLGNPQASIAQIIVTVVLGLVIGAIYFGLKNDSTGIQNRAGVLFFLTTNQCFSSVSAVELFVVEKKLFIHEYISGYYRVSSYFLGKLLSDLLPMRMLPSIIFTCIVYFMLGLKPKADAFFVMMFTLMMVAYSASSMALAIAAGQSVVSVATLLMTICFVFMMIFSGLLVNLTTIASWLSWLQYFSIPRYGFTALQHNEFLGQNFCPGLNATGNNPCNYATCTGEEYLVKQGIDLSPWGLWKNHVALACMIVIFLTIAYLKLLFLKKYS
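Measure – % inhibition of efflux relative to nicardipine and DMSO · Test system – ABCG2 IgMXP3 and barcoded ABCB1 CCRF-Adr cell mix · Control set – nicardipine as high control, DMSO as low control · Compound – one concentration, 6.6 µM final · Signal – flow cytometry of retained JC-1 fluorescence · Timing – 10 min exposure at 25 °C with rotation, no wash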
Avidin fluor – compound fluoresces at 488/530 nm on avidin beads. 220,000 compounds, 0.38% hits. compound fluorescence 488/530 nm, flow cytometry; active compounds read high. fluorescence (KMESF) at 10 µM. AID 1775; in the data active = fluorescence above about 47; note: inactives centre near 10
HRas wt GTP bind – changes GTP binding to wildtype human HRas | P01112 | GST-Ras wt beads, Bodipy-FL-GTP binding, flow cytometry; actives lie on both sides | GTP binding activity, % at 10 µM | 190,000 compounds, 0.14% hits | AID 759;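 active = GTP binding activity at least 20% away from the 100% baseline, either lowered as inhibitor or raised as activator; inconclusive = flagged as likely green fluorescent, judged across all proteins in the well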;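 note: 0% = unlabeled GTP competition control and 100% = no-compound control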
Target sequence (P01112 whole entry, looked up): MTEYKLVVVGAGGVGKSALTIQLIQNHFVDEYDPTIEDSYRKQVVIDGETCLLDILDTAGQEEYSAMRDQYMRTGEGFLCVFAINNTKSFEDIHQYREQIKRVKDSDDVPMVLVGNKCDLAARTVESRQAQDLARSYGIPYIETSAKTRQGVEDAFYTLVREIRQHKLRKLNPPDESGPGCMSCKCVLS
Rac1 wt modul – human Rac1 wildtype GTP binding, inhibitors and activators | P63000 | GST-Rac1 beads, fluorescent GTP binding, flow cytometry; actives lie on both sides; 0 = cold GTP competed, 100 = untreated | GTP binding activity (% of control), % at 10 µM | 190,000 compounds, 0.27% hits | AID 757;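 active = GTP binding activity at least 20 points away from the 100% control level, either lower or higher; inconclusive = compound flagged as likely green fluorescent, judged across all proteins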
Cdc42 wt GTP – modulators (inhibitors or activators) of GTP binding to human Cdc42 wildtype | P60953 | GST-Cdc42 beads, Bodipy-GTP binding, flow cytometry; actives lie on both sides | 190,000 compounds, 0.2% hits | percent activity (GTP binding), % at 10 µM | AID 761;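 active = percent activity GTP binding at least 20 points away from the 100% baseline, either down as inhibitor or up as activator; inconclusive = compound flagged as likely green fluorescent from well-wide comparison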;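 note: median bead fluorescence of bound Bodipy-FL-GTP at 100 nM; 0% = excess unlabeled GTP control and 100% = no compound control; below 100% means less GTP binding so inhibitor and above means activator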
Target sequence (P60953 whole entry, looked up): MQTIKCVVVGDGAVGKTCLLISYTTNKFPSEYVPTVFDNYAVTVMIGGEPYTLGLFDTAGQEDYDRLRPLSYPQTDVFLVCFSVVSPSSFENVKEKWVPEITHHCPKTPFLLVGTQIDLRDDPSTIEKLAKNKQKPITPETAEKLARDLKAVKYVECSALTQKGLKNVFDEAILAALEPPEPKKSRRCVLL
Rab7 wt GTP bind – modulators of GTP binding to dog Rab7 wildtype GTPase. GST-Rab7 beads, fluorescent GTP binding, flow cytometry; actives lie on both sides; untreated = 100%, excess cold GTP = 0%. GTP binding activity (percent of control), % at 10 µM. 190,000 compounds, 0.055% hits. AID 758;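 active = fluorescent GTP binding to Rab7 beads changed by at least 20 points from the 100% baseline, either direction, mostly lower; inconclusive = compound itself probably fluorescent, or too few beads counted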;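 note: median green fluorescence of bound Bodipy-FL-GTP per Rab7 bead population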
Pf gametocyte – P. falciparum stage V gametocyte viability inhibition; P. falciparum stage V gametocytes, ATP luminescence, 24 h; inhibition, % at 10.9 µM; 150,000 compounds, 0.065% hits;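 active = inhibition above the mean plus 3 SD of compounds within the control limits, set per campaign, cut at about 38% in these data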;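 note: 0% = DMSO wells and 100% = medium only without gametocytes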
Rab2A wt mod – changes GTP binding to wildtype dog Rab2A, up or down; AID 760; GTP binding activity, % at 10 µM; P61105; GST-Rab2 wt beads, Bodipy-GTP binding, flow cytometry; 190,000 compounds, 0.19% hits;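 active = GTP binding activity at least 20 points away from 100%, either lowered or raised; inconclusive = signal likely due to the compound's own green fluorescence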;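 note: 0% = beads with excess unlabeled GTP and 100% = no-compound control corrected for plate trend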
GSH fluor – GSH bead compound fluorescence profile. GSH beads flow cytometry, compound fluorescence 488/530 nm; active compounds read high. 190,000 compounds, 0.25% hits. fluorescence (KMESF) at 10 µM; in the data active = fluorescence above about 89;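 note: glutathione beads carrying GST-tagged Bcl family fusion proteins plus one bare bead set; values are compound well signal with DMSO vehicle wells as background; inactives centre near 16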
Rac1 mut GTP – human Rac1 activated mutant GTP binding change. P63000. GST-Rac1 activated beads, fluorescent GTP binding, flow cytometry; actives lie on both sides; 100% means binding = to untreated wells. percent activity (GTP binding), % at 10 µM. 190,000 compounds, 0.11% hits. AID 764;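 active = GTP binding at least 20 percentage points away from the 100% baseline, in either direction, so actives lie on both sides; inconclusive = Compound likely fluorescent itself, or too few beads counted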
ABCB1 inh – inhibitors of human ABCB1 transporter, ABCG2 counter-screen; P08183; CCRF-Adr cells, JC-1 efflux, flow cytometry; inhibition, % at 6.6 µM; 190,000 compounds, 0.067% hits; AID 1326; in the data active = inhibition above about 40%;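 note: 0% = vehicle and 100% = reference inhibitor; higher value means more JC-1 retained so stronger ABCB1 efflux block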
Numbers without * were called inactive. Random draw from the library (roughly 1.1% active in at least one column).

Cc1cc(NCCCn2ccnc2)n2nc(C)c(-c3ccccc3)c2n1 was read as ABCG2 block 29, Avidin fluor 14, HRas wt GTP bind 100, Rac1 wt modul 106, Cdc42 wt GTP 99, Rab7 wt GTP bind 103, Rab2A wt mod 101, GSH fluor 32, Rac1 mut GTP 97 and ABCB1 inh 0.5.
Screening NC(=O)C1CCN(C2CC(=O)N(c3ccc(F)c(Cl)c3)C2=O)CC1 (stereo not given) returned ABCG2 block 4, Avidin fluor 14, HRas wt GTP bind 102, Rac1 wt modul 107, Cdc42 wt GTP 103, Rab7 wt GTP bind 102, Rab2A wt mod 101, GSH fluor 29, Rac1 mut GTP 100 and ABCB1 inh 0.5.
`O=C(Nc1ccc2c(c1)CCC2)c1ccc(F)c(S(=O)(=O)N2CCOCC2)c1` gave ABCG2 block 8, Avidin fluor 15, HRas wt GTP bind 101, Rac1 wt modul 104, Cdc42 wt GTP 101, Rab7 wt GTP bind 103, Pf gametocyte 5, Rab2A wt mod 100, GSH fluor 10, Rac1 mut GTP 99 and ABCB1 inh 0.4.
CCn1cc(S(=O)(=O)Nc2ccccc2C(F)(F)F)cn1 was read as ABCG2 block 2, Avidin fluor 3, HRas wt GTP bind 100, Rac1 wt modul 102, Cdc42 wt GTP 100, Rab7 wt GTP bind 93, Rab2A wt mod 97, GSH fluor 9, Rac1 mut GTP 98 and ABCB1 inh 0.2.
CC(=O)Oc1ccc2oc(=O)c3c(c2c1)CCCN3C(=O)CN1CCN(c2ncccn2)CC1 was read as ABCG2 block 9, Avidin fluor 23, HRas wt GTP bind 97, Rac1 wt modul 97, Cdc42 wt GTP 97, Rab7 wt GTP bind 97, Pf gametocyte 21, Rab2A wt mod 97, GSH fluor 17, Rac1 mut GTP 97 and ABCB1 inh 1.2.
`COc1ccc(NC(=O)NC(C)c2ccncc2)cc1OC` (stereo not given) gave ABCG2 block 2, Avidin fluor 16, HRas wt GTP bind 104, Rac1 wt modul 103, Cdc42 wt GTP 105, Rab7 wt GTP bind 102, Pf gametocyte -1, Rab2A wt mod 103, GSH fluor 48, Rac1 mut GTP 101 and ABCB1 inh 0.5.
`CN(Cc1ccccc1)C(=O)COC(=O)c1ccccc1Nc1ccccc1` gave ABCG2 block 23, Avidin fluor 9, HRas wt GTP bind 93, Rac1 wt modul 99, Cdc42 wt GTP 100, Rab7 wt GTP bind 93, Pf gametocyte -23, Rab2A wt mod 91, GSH fluor 11, Rac1 mut GTP 95 and ABCB1 inh 1.4.
Screening Cc1ccc(C2(c3noc(CN4CCOCC4)n3)CCCC2)cc1 returned ABCG2 block 7, Avidin fluor 1, HRas wt GTP bind 98, Rac1 wt modul 98, Cdc42 wt GTP 95, Rab7 wt GTP bind 104, Pf gametocyte -7, Rab2A wt mod 100, GSH fluor 15, Rac1 mut GTP 93 and ABCB1 inh 2.9.
O=C(NCCCCCCNC(=O)OCCO)OCCO was read as ABCG2 block 3, Avidin fluor 15, HRas wt GTP bind 94, Rac1 wt modul 96, Cdc42 wt GTP 96, Rab7 wt GTP bind 92, Rab2A wt mod 95, GSH fluor 18, Rac1 mut GTP 95 and ABCB1 inh 0.8.
`CCOC(=O)C1=C(O)C(=O)N(c2ccc(S(N)(=O)=O)cc2)C1c1ccccc1` (stereo not given) gave ABCG2 block -3, Avidin fluor 24, HRas wt GTP bind 101, Rac1 wt modul 103, Cdc42 wt GTP 107, Rab7 wt GTP bind 101, Pf gametocyte -12, Rab2A wt mod 100, GSH fluor 35, Rac1 mut GTP 102 and ABCB1 inh 0.1.
`Cc1ccc(NC(=O)Cn2c(CCC(=O)O)ccc2-c2cccs2)cc1Cl` gave ABCG2 block -3, Avidin fluor 10, HRas wt GTP bind 94, Rac1 wt modul 91, Cdc42 wt GTP 91, Rab7 wt GTP bind 97, Pf gametocyte -17, Rab2A wt mod 93, GSH fluor 10, Rac1 mut GTP 91 and ABCB1 inh -0.5.
For CSC1=C(C#N)C(CC(C)C)C2=C(CCCC2=O)N1 (stereo not given) the results were ABCG2 block 0, Avidin fluor 4, HRas wt GTP bind 101, Rac1 wt modul 104, Cdc42 wt GTP 103, Rab7 wt GTP bind 102, Rab2A wt mod 100, GSH fluor 28, Rac1 mut GTP 99 and ABCB1 inh -0.1.
CC(=O)Nc1ccc(NC(=S)NC(=O)c2ccc([N+](=O)[O-])cc2)cc1 was read as ABCG2 block 10, Avidin fluor 13, HRas wt GTP bind 101, Rac1 wt modul 100, Cdc42 wt GTP 100, Rab7 wt GTP bind 102, Rab2A wt mod 99, GSH fluor 7, Rac1 mut GTP 99 and ABCB1 inh 4.7.
CC1CN(C(=O)CCN2C(=O)c3ccccc3C2=O)CC(C)O1 (stereo not given) was read as ABCG2 block 1, Avidin fluor 6, HRas wt GTP bind 95, Rac1 wt modul 98, Cdc42 wt GTP 97, Rab7 wt GTP bind 93, Pf gametocyte -21, Rab2A wt mod 96, GSH fluor 16, Rac1 mut GTP 93 and ABCB1 inh 0.1.
For COC(=O)c1ccsc1NC(=O)CN1CCN(Cc2ccc3c(c2)OCO3)CC1 the results were ABCG2 block 1, Avidin fluor 8, HRas wt GTP bind 99, Rac1 wt modul 102, Cdc42 wt GTP 101, Rab7 wt GTP bind 98, Rab2A wt mod 95, GSH fluor 9, Rac1 mut GTP 95 and ABCB1 inh 0.8.
For CNC(=S)NNC(=O)c1sccc1OCc1ccccc1 the results were ABCG2 block 0, Avidin fluor 11, HRas wt GTP bind 107, Rac1 wt modul 106, Cdc42 wt GTP 107, Rab7 wt GTP bind 102, Pf gametocyte 29, Rab2A wt mod 107, GSH fluor 24, Rac1 mut GTP 105 and ABCB1 inh -0.1.
Screening COc1ccc(CCNC(=O)CSc2ncnc3c2oc2ccccc23)cc1OC returned ABCG2 block 4, Avidin fluor 37, HRas wt GTP bind 104, Rac1 wt modul 105, Cdc42 wt GTP 104, Rab7 wt GTP bind 99, Pf gametocyte -1, Rab2A wt mod 102, GSH fluor 10, Rac1 mut GTP 102 and ABCB1 inh 1.1.
`NS(=O)(=O)c1cccnc1Nc1c(Cl)cccc1Cl` gave ABCG2 block 1, Avidin fluor 108*, HRas wt GTP bind inconclusive, Rac1 wt modul inconclusive, Cdc42 wt GTP inconclusive, Rab7 wt GTP bind inconclusive, Pf gametocyte 3, Rab2A wt mod inconclusive, GSH fluor 202*, Rac1 mut GTP inconclusive and ABCB1 inh 0.5.
Screening C#CCOCCOCCOCCNc1nc(N2CCN(C(=O)C([C@@H](C)CC)n3cc(C(N)Cc4ccc(O)cc4)nn3)CC2)nc(N2CCN(C(=O)[C@H](CCC(=O)O)n3cc(C(N)Cc4ccc(O)cc4)nn3)CC2)n1 (stereo not given in full) returned ABCG2 block 0, Avidin fluor 7, HRas wt GTP bind 92, Rac1 wt modul 94, Cdc42 wt GTP 95, Rab7 wt GTP bind 94, Rab2A wt mod 94, GSH fluor 22, Rac1 mut GTP 93 and ABCB1 inh -0.2.
For Cc1ccc(S(=O)(=O)N/N=C\C=C\c2ccccc2)cc1 the results were ABCG2 block -1, Avidin fluor 9, HRas wt GTP bind 96, Rac1 wt modul 98, Cdc42 wt GTP 97, Rab7 wt GTP bind 95, Pf gametocyte 20, Rab2A wt mod 100, GSH fluor 17, Rac1 mut GTP 100 and ABCB1 inh -0.1.
`CCN(CC)C(=O)C1CCCN(c2ccc([N+](=O)[O-])cc2/C=N/NC(=O)c2ccccc2)C1` (stereo not given) gave ABCG2 block 13, Avidin fluor 4, HRas wt GTP bind 100, Rac1 wt modul 101, Cdc42 wt GTP 96, Rab7 wt GTP bind 102, Pf gametocyte 9, Rab2A wt mod 95, GSH fluor 13, Rac1 mut GTP 98 and ABCB1 inh 12.
`O=C(CC1CCCC1)NCCc1cn2ccccc2n1` gave ABCG2 block 1, Avidin fluor 7, HRas wt GTP bind 99, Rac1 wt modul 104, Cdc42 wt GTP 100, Rab7 wt GTP bind 97, Rab2A wt mod 101, GSH fluor 23, Rac1 mut GTP 99 and ABCB1 inh 0.5.
CCc1ccc(NC(=O)C(=O)N/N=C(\C)CC(=O)NCCOC)cc1 was read as ABCG2 block 1, Avidin fluor 7, HRas wt GTP bind 96, Rac1 wt modul 99, Cdc42 wt GTP 99, Rab7 wt GTP bind 97, Pf gametocyte -2, Rab2A wt mod 100, GSH fluor 17, Rac1 mut GTP 99 and ABCB1 inh 0.8.
`COc1ccc(S(=O)(=O)N2CCN(CC(=O)Nc3cccc(F)c3)CC2)cc1` gave ABCG2 block 3, Avidin fluor 38, HRas wt GTP bind inconclusive, Rac1 wt modul inconclusive, Cdc42 wt GTP inconclusive, Rab7 wt GTP bind inconclusive, Pf gametocyte -8, Rab2A wt mod inconclusive, GSH fluor 21, Rac1 mut GTP inconclusive and ABCB1 inh 0.5.
`Cc1ccc(Nc2n[nH]c(C)c2[N+](=O)[O-])cc1` gave ABCG2 block 5, Avidin fluor 11, HRas wt GTP bind 101, Rac1 wt modul 103, Cdc42 wt GTP 101, Rab7 wt GTP bind 102, Rab2A wt mod 102, GSH fluor 11, Rac1 mut GTP 99 and ABCB1 inh 1.5.
For COCCN1C(=O)c2ccccc2C(C(=O)NCCN(C)C)C1c1ccc(F)cc1 (stereo not given) the results were ABCG2 block 28, Avidin fluor 32, HRas wt GTP bind 97, Rac1 wt modul 103, Cdc42 wt GTP 102, Rab7 wt GTP bind 96, Pf gametocyte 20, Rab2A wt mod 99, GSH fluor 24, Rac1 mut GTP 96 and ABCB1 inh -0.4.
Screening Cc1ccc(-n2[nH]c(C)c(C=Nc3ccc4[nH]c(=O)[nH]c4c3)c2=O)cc1C returned ABCG2 block -2, Avidin fluor 20, HRas wt GTP bind 100, Rac1 wt modul 107, Cdc42 wt GTP 100, Rab7 wt GTP bind 99, Pf gametocyte -3, Rab2A wt mod 98, GSH fluor 9, Rac1 mut GTP 99 and ABCB1 inh -0.5.
`CCOC(=O)c1[nH]ncc1CN1CCCC(C(=O)c2cc(Cl)ccc2OC)C1` (stereo not given) gave ABCG2 block 0, Avidin fluor 10, HRas wt GTP bind 96, Rac1 wt modul 96, Cdc42 wt GTP 97, Rab7 wt GTP bind 100, Pf gametocyte -20, Rab2A wt mod 97, GSH fluor 15, Rac1 mut GTP 95 and ABCB1 inh 0.2.
For CCNC(=O)NC(=O)C(C)OC(=O)Cc1coc2cc3c(cc12)CCC3 (stereo not given) the results were ABCG2 block 5, Avidin fluor 24, HRas wt GTP bind inconclusive, Rac1 wt modul inconclusive, Cdc42 wt GTP inconclusive, Rab7 wt GTP bind inconclusive, Rab2A wt mod inconclusive, GSH fluor 6, Rac1 mut GTP inconclusive and ABCB1 inh 0.4.

Screens (PubChem)
